EBV gp42 inh: Epstein-Barr virus gp42 inhibitors, primary screen, biochemical, uHTS, fluorescence polarization; Fluorescence polarization binding assay, mP read-out; inhibition, % (tested at 21.74 µM); Glycoprotein 42 (Epstein-Barr virus (strain AG876)), Q1HVG2; actives 0.42% (n = 220,000); in the data active = inhibition above about 50%
Target sequence (Q1HVG2 whole entry, looked up): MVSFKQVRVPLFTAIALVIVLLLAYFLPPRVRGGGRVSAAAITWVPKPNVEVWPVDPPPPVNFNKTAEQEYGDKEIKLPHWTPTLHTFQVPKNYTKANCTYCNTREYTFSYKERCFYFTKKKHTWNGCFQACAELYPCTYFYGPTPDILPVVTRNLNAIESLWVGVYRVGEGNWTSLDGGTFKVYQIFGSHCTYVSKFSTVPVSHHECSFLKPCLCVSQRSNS
Thrombin inh: human alpha-thrombin inhibitors, primary screen, counter-screen for coagulation protease inhibitor project, biochemical, 1536-well, fluorogenic AMC substrate; Boc-VPR-AMC fluorogenic substrate cleavage; inhibition, % at 5 µM; actives 0.26% (n = 220,000);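 active = inhibition at or above 40%; inactive = inhibition below 40%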;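 note: 0% = enzyme with no compound and 100% = wells without enzyme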
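Material: human alpha-thrombin protein. Incubation: reaction at ambient temperature. Technique: fluorescence of released AMC, ex 355 nm, em 460 nm. Control set: no-compound enzyme wells and no-enzyme blanks. Also added: Boc-VPR-AMC substrate, 15 µM final. Buffer or medium: pH 7.5 Tris (50 mM) with NaCl 150 mM, Tween 20 0.05%.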
Rad51 HR inh: human RAD51 strand exchange inhibitors, primary screen, biochemical, fluorescence | DNA repair protein RAD51 homolog 1 (Homo sapiens), Q06609 | hRad51 DNA strand exchange, fluorescence dequenching | inhibition, % at 10 µM | actives 0.085% (n = 200,000) | AID 1385, 2008;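 active = inhibition above 40% at the single screening dose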;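 note: 0% = DMSO control wells and 100% = blanks with heterologous ssDNA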
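Material: human Rad51–ssDNA filaments; Probe or stimulus: labelled 47-mer dsDNA for strand exchange; Doses: single 10 µM dose; Incubation: 37 °C 15-min filament assembly, 30-min compound preincubation, 15-min exchange; Technique: FRET fluorescence dequenching, excitation 485 nm, emission 520 nm; Measure: Fluorescence-based percent inhibition, control- and blank-normalised; Benchmarks: plate control and blank wells.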
Cl transport mod: KCC2 cotransporter modulators, thallium flux, primary screen, cell-based, HEK293 KCC2, FluoZin-2 fluorescence, MLSMR. KCC2 cells, thallium flux FluoZin-2 fluorescence. Solute carrier family 12 member 5 (Homo sapiens), Q9H2X9. B-score of Tl+ flux slope (higher = more flux/activation; lower = inhibition) at 10 µM. actives 2.2% (n = 190,000);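 active = thallium flux slope and its plate-corrected score both differing from the plate sample mean at a set confidence after two filtering rounds, in either direction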;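 note: slope of fluorescence scaled to starting intensity during 10 to 20 s after thallium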
eIF4E 4G PPI: eIF4E–eIF4G protein interaction inhibitors, primary screen, biochemical, uHTS, TR-FRET, eIF4GI fragment | Eukaryotic translation initiation factor 4E (Mus musculus) + Eukaryotic translation … | TR-FRET eIF4E-eIF4GI(517-606) binding, 2 h | inhibition, % at 21.7 µM | actives 0.37% (n = 220,000);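 note: 0% = full FRET control wells and 100% = background wells lacking eIF4GI fragment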
14-3-3 Bad inh: inhibitors of 14-3-3 zeta/Bad binding, primary screen, biochemical, TR-FRET, bovine 14-3-3 zeta | 14-3-3 protein zeta/delta (Bos taurus), P63103 | TR-FRET 14-3-3zeta/Dy647-pBad peptide displacement, 1 h | inhibition, % at 21.7 µM | actives 0.71% (n = 220,000);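 active = inhibition above about 70%, limit read from the data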;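 note: 0% = full 14-3-3 plus peptide FRET controls and 100% = background without 14-3-3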
Target sequence (P63103 whole entry, looked up): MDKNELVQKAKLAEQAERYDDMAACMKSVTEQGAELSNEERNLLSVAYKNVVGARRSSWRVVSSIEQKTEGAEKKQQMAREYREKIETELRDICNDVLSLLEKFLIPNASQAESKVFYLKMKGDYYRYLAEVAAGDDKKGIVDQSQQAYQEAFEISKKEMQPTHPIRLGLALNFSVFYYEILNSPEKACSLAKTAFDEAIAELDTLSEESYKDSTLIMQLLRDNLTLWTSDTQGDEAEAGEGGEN
p47phox inh: p47phox/p22phox peptide binding inhibitors, primary screen, biochemical, uHTS, NADPH oxidase regulatory subunit. fluorescence polarization, 2 h. inhibition, % at 24.7 µM. actives 0.53% (n = 220,000);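 note: 0% = p47phox with labelled peptide and 100% = labelled peptide alone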
Target sequence (P14598 whole entry, looked up): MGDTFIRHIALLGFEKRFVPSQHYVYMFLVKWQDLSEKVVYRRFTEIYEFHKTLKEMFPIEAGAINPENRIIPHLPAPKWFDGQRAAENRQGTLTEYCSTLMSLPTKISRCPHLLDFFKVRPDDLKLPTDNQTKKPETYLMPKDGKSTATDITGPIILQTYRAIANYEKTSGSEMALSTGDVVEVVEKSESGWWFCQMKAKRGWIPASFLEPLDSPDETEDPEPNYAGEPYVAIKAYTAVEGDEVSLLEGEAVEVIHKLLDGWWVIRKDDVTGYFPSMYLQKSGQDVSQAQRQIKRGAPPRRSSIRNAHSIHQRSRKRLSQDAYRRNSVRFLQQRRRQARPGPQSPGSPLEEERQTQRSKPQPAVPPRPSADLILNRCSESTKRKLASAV
KLK5 inh: human KLK5 protease inhibitors, primary screen, biochemical, 1536-well. Kallikrein-5 (Homo sapiens), Q9Y337. recombinant hK5, fluorogenic AMC substrate cleavage. inhibition, % at 5 µM. actives 0.59% (n = 210,000). AID 873, 2007;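 active = inhibition of 40% or more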;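 note: 0% = enzyme controls without compound and 100% = no-enzyme blanks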
Target sequence (Q9Y337 67-293 limits assumed): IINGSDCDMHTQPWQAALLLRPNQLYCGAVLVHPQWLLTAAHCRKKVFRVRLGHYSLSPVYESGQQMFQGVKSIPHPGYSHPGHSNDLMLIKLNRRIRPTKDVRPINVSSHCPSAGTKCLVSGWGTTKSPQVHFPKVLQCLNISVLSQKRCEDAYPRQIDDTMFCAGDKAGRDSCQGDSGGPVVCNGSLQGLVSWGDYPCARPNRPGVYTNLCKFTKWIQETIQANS
Furin inhibitor: human furin inhibitors, primary screen, biochemical, fluorescence intensity; P09958; purified furin, fluorogenic substrate cleavage; inhibition, % at 30 µM; actives 0.061% (n = 220,000); AID 463115, 2010; in the data active = inhibition above about 25%; note: inactives centre near -15
An asterisk follows results filed as active; x = not tested or not shown; [ ] = dose if it differs, or a comment.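 Rule for the calls, unless noted: active = inhibition above about 30% (limit read from the data); inactive = the rest.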

Assay codes – A = EBV gp42 inh; B = Thrombin inh; C = Rad51 HR inh; D = Cl transport mod; E = eIF4E 4G PPI; F = 14-3-3 Bad inh; G = p47phox inh; H = KLK5 inh; I = Furin inhibitor
c1ccc(-c2cc3n(c2)CCc2ccccc2-3)cc1
  A: 2; B: -2; C: -8; D: 0.38; E: 2; F: -6; G: -25; H: -5; I: -12[20 µM]
COc1ccc(C2CC(c3ccc4ccccc4c3)=NN2C(=O)CN2C(=O)CCC2=O)cc1 (centres undefined)
  A: 4; B: -5; C: -4; D: -0.58; E: 0; F: -7; G: -9; H: -2; I: -20
COc1ccc(CN2CCNC(=O)C2CC(=O)NCCc2c[nH]c3ccccc23)c(OC)c1 (centres undefined)
  A: -7; B: -3; C: 4; D: 0.35; E: 2; F: -11; G: -4; H: -2; I: -24
CC(=O)c1c(C)nn(CC(O)COc2ccc3c(c2)CCC3)c1C (centres undefined)
  A: -1; B: -21; C: 3; D: x; E: -12; F: -5; G: -9; H: -12; I: -20[20 µM]
O=C(Cc1ccccc1)NC(Nc1ccccc1)C(Cl)(Cl)Cl (centres undefined)
  A: -19; B: -5; C: 4; D: -0.54; E: -11; F: 6; G: 3; H: -8; I: -18[20 µM]
NC(=O)C1CCN(c2oc(-c3ccccc3F)nc2S(=O)(=O)c2ccc(Cl)cc2)CC1
  A: 7; B: 8; C: x; D: -1.4; E: 1; F: -4; G: -37; H: -11; I: -16[20 µM]
Cc1ccc(S(=O)(=O)N(CC(=O)N/N=C\c2cccs2)c2cccc3cccnc23)cc1
  A: -3; B: -5; C: -7; D: 0.03; E: 7[fluorescence artefact?]; F: -11; G: -6; H: -16; I: -23
NC(=O)CCCc1nc(-c2ccccc2)no1
  A: -6; B: 1; C: 8; D: 1.2; E: 1; F: -4; G: -10; H: -3; I: -12
CC1=C(C(=O)Nc2ccccc2)C2(CCCCC2)C(C(N)=O)C(=S)N1 (centres undefined)
  A: -14; B: -6; C: -2; D: 0.32; E: -2; F: 9; G: -5; H: -7; I: -6
COc1ccc(-n2nnc3c(=O)n(CC(=O)NCC4CCCO4)cnc32)cc1 (centres undefined)
  A: 9; B: -3; C: -3; D: 0.95; E: 13; F: -6[fluorescence artefact?]; G: -12; H: -6; I: -14
Cc1ccccc1OCCn1nc(C(=O)O)c2ccccc2c1=O
  A: 11; B: 4; C: 4; D: -2; E: 2; F: 2[fluorescence artefact?]; G: 4; H: 5; I: -19
Cc1occc1-c1nnc(SCC(=O)c2ccc(F)cc2)o1
  A: 1; B: -6; C: 1; D: -1.4; E: 2; F: 6; G: -3; H: 14; I: -21
O=C(NC1CCCCC1)NC1CCN(S(=O)(=O)c2ccc3c(c2)OCCO3)CC1
  A: -9; B: 0; C: -9; D: x; E: -7; F: -10[fluorescence artefact?]; G: 2; H: 24; I: -24
Cc1ccc(S(=O)(=O)c2c(C)cc(C)nc2Cl)cc1
  A: -10; B: -3; C: 6; D: x; E: 1; F: 13; G: -20; H: -19; I: -6[20 µM]
O=c1[nH]c(C2CCCN(S(=O)(=O)c3ccccc3)C2)nc2c1nnn2Cc1ccccc1F (centres undefined)
  A: -2; B: 8; C: 8; D: 0.68; E: -2; F: -2[fluorescence artefact?]; G: 1; H: 1; I: -10

Part of the list above, showing only KLK5 inh and EBV gp42 inh.
molecule,KLK5 inh,EBV gp42 inh
c1ccc(-c2cc3n(c2)CCc2ccccc2-3)cc1,-5,2
COc1ccc(C2CC(c3ccc4ccccc4c3)=NN2C(=O)CN2C(=O)CCC2=O)cc1 (centres undefined),-2,4
COc1ccc(CN2CCNC(=O)C2CC(=O)NCCc2c[nH]c3ccccc23)c(OC)c1 (centres undefined),-2,-7

Later entries:
Assay codes – A = EBV gp42 inh; B = Thrombin inh; C = Rad51 HR inh; D = Cl transport mod; E = eIF4E 4G PPI; F = 14-3-3 Bad inh; G = p47phox inh; H = KLK5 inh; I = Furin inhibitor
c1ccc(-c2nnc(OCc3cccnc3)c3ccccc23)cc1
  A: -4; B: 1; C: 12; D: -1; E: 0; F: -8; G: 14; H: 3; I: -34
CCc1ccc2[nH]c(=O)c(C(c3nnnn3CCOC)N3CCN(c4ccccc4)CC3)cc2c1 (centres undefined)
  A: 2; B: -5; C: 2; D: -0.066; E: 8; F: -12; G: 0; H: -3; I: -25
O=C(C(c1ccccc1)c1ccccc1)N1CCN(Cc2ccco2)CC1
  A: -13; B: 4; C: -1; D: -1; E: 7[fluorescence artefact?]; F: 71*; G: 4; H: -7; I: -8[20 µM]
Cc1c(C(=O)OCC(C)C)[nH]c2c1C(=O)CC(c1cccs1)C2 (centres undefined)
  A: -8; B: 2; C: 12; D: 0.33; E: 1; F: -4[fluorescence artefact?]; G: -6; H: -12; I: -11[20 µM]
O=S(=O)(c1cccc(S(=O)(=O)N2CCN(c3ncccn3)CC2)c1)N1CCOCC1
  A: -10; B: 5; C: 0; D: -0.25; E: 5; F: 20; G: -4; H: 13; I: -14[20 µM]
CCOC(=O)CC1=C(C(=O)OCC)C(c2cccs2)C(C#N)=C(N)O1 (centres undefined)
  A: 3; B: -1; C: -9; D: x; E: -1; F: 0; G: -10; H: 24; I: -1[20 µM]
O=S1(=O)N=C(N/N=C/c2ccccn2)c2ccccc21
  A: -14; B: -6; C: 1; D: 0.79; E: 0; F: -5; G: 2; H: -62; I: -8
COc1ccc2[nH]c(=O)c(CN(C3CCCCC3)C(c3nnnn3Cc3ccco3)C(C)C)cc2c1 (centres undefined)
  A: -40; B: 1; C: x; D: -0.18; E: 5; F: -10[fluorescence artefact?]; G: -86; H: -7; I: -21
O=C(NC(=S)Nc1nc(-c2cccc([N+](=O)[O-])c2)cs1)c1ccccc1Cl
  A: 0; B: -16; C: 17; D: 4.8*; E: 10; F: 28; G: -4; H: -3; I: -20
Cc1c(O)ccc2c(O)c(NC(=O)c3ccc4c(c3)CCC(C)(C)O4)c(=O)oc12
  A: -4; B: 0; C: -5; D: 0.28; E: 7; F: -9; G: -16; H: 3; I: -27
Cc1ccc(NC(=O)CN(C)C2CCCCC2)cc1Br
  A: -24; B: -8; C: 2; D: -0.044; E: 3; F: 48; G: -7; H: 0; I: -23
NC(=O)c1ccc(NC(=O)COC(=O)c2ccccc2Nc2ccccc2)cc1
  A: -17; B: -7; C: -9; D: 0.16; E: 2; F: 5; G: -3; H: -9; I: -22
Cc1ccc(SCC(=O)Nc2cccc(C)c2)cc1
  A: 6; B: -5; C: -8; D: -1.5; E: -3; F: 10; G: -4; H: 32; I: -1
O=C(O)CCCNc1n[nH]c(=O)[nH]c1=O
  A: -8; B: 3; C: x; D: 0.91; E: -5; F: -5; G: 9; H: 1; I: -21
Cn1c(=O)c2c(nc(CN3CCOCC3)n2CCN2CCOCC2)n(C)c1=O
  A: -3; B: -4; C: 2; D: -0.12; E: -5; F: 13; G: -5; H: -10; I: -23

Structural class, those above containing a COOH group
Assay codes – A = EBV gp42 inh; B = Thrombin inh; C = Rad51 HR inh; D = Cl transport mod; E = eIF4E 4G PPI; F = 14-3-3 Bad inh; G = p47phox inh; H = KLK5 inh; I = Furin inhibitor
Cc1ccccc1OCCn1nc(C(=O)O)c2ccccc2c1=O
  A: 11; B: 4; C: 4; D: -2; E: 2; F: 2[fluorescence artefact?]; G: 4; H: 5; I: -19
O=C(O)CCCNc1n[nH]c(=O)[nH]c1=O
  A: -8; B: 3; C: x; D: 0.91; E: -5; F: -5; G: 9; H: 1; I: -21

(cont.)
Assay codes – A = EBV gp42 inh; B = Thrombin inh; C = Rad51 HR inh; D = Cl transport mod; E = eIF4E 4G PPI; F = 14-3-3 Bad inh; G = p47phox inh; H = KLK5 inh; I = Furin inhibitor
O=C(NCc1ccccn1)c1ccccc1-c1ccccc1
  A: 6; B: 0; C: -4; D: 0.011; E: -3; F: -17; G: -4; H: -18; I: -17
CCCC(O)(c1ccc(OC)cc1)C(CN1CCOCC1)c1ccccc1 (centres undefined)
  A: 2; B: -5; C: 7; D: -0.17; E: 3; F: -5; G: 3; H: -4; I: -6
C=CCc1cc(Cl)ccc1OCCCNC(C)C
  A: -6; B: -13; C: 3; D: 0.58; E: 2; F: 12; G: -1; H: -9; I: 2
CC(C)CCNC(=O)NC(=O)CN1C(=O)NC2(CCCCC2)C1=O
  A: 5; B: -5; C: -11; D: -1.1; E: 0; F: 1; G: -10; H: -24; I: 3[20 µM]
COc1ccc(NC(=O)COc2ccc(/C=N/O)cc2OC)cc1
  A: -4; B: -5; C: 4; D: -1.1; E: 4; F: -8; G: -4; H: -9; I: -17
CCOCCCNC(=O)C(NC(=O)c1ccc(=O)[nH]c1)c1ccc(Cl)cc1 (centres undefined)
  A: -30; B: -1; C: 1; D: x; E: -1; F: 2; G: -15; H: -5; I: -13
O=C(Cn1cc(SCc2ccccc2Cl)c2ccccc21)N1CCOCC1
  A: -11; B: -3; C: -2; D: -0.092; E: 4; F: -5; G: -6; H: -5; I: -15
Cc1cc(N=NC(=O)c2ccccc2)ccc1O
  A: -21; B: -14; C: 2; D: 1.5; E: -3; F: 0; G: -2; H: -4; I: -21
CCC(C)NS(=O)(=O)c1ccc(NC(=O)CCC2CCCCC2)cc1 (centres undefined)
  A: -12; B: 3; C: 5; D: -0.43; E: -8; F: 9; G: 0; H: 6; I: -30[20 µM]
CCOc1ncccc1C(=O)OCC(=O)N1CCN(S(=O)(=O)c2ccccc2)CC1
  A: -15; B: 0; C: 0; D: 0.51; E: 4; F: 8; G: 3; H: 1; I: -33
COc1ccc(NC(=O)c2c(-c3ccccc3)noc2C)c(OC)c1
  A: -23; B: -3; C: 12; D: 0.56; E: 1; F: -4; G: -1; H: 1; I: -8[20 µM]
Cc1ccc(-c2nc(C)sc2CC(=O)Nc2nnc(C)s2)cc1
  A: -12; B: 2; C: x; D: -0.3; E: 3; F: -1; G: -3; H: 1; I: -21
CN(Cc1nc(-c2cnccn2)no1)CC1CCN(Cc2ccccc2)CC1
  A: -17; B: -5; C: 3; D: 1.2; E: 0; F: -10; G: -1; H: -1; I: -13
Cc1nonc1OCCNCc1c(C(=O)N2CCCCCCC2)nc2ccc(Cl)cn12
  A: -9; B: 2; C: 17; D: 0.83; E: 0; F: -18; G: -14; H: x; I: -29
CC(C)OP(=O)(c1ccc(N(C)C)cc1)C(O)c1ccccc1F (centres undefined)
  A: -2; B: 1; C: -9; D: -0.018; E: 2; F: -1; G: -10; H: -7; I: -34[20 µM]
Cc1cccc(C(=O)N/N=C/c2ccc(OC3CSC3)cc2)c1
  A: -2; B: 1; C: 0; D: -0.077; E: 7; F: 6; G: -9; H: -23; I: -27[20 µM]
CC(=O)NC(Cc1ccccc1)C(=O)NC1CCN(c2ncccc2[N+](=O)[O-])CC1 (centres undefined)
  A: 8; B: 3; C: 7; D: -0.83; E: 2; F: -5[fluorescence artefact?]; G: -7; H: -16; I: -6
CCN(CC)c1nc(N)c2c(N)n(-c3ccccc3C)c(=S)c(C#N)c2c1C#N
  A: -15; B: -6; C: -11; D: x; E: 1; F: -6; G: -24; H: 0; I: -4

High-throughput results (PubChem)
